D1 agonist = Allosteric Agonists of the Human D1 Dopamine Receptor: qHTS; D(1A) dopamine receptor (Homo sapiens), P21728; HEK293 T-REx D1 cells, calcium flux, agonist mode; activation, % at 2 µM; 360,000 compounds, 1% hits; AID 504660, 2011; note: 0% is about no effect
Target sequence (P21728 whole entry, looked up): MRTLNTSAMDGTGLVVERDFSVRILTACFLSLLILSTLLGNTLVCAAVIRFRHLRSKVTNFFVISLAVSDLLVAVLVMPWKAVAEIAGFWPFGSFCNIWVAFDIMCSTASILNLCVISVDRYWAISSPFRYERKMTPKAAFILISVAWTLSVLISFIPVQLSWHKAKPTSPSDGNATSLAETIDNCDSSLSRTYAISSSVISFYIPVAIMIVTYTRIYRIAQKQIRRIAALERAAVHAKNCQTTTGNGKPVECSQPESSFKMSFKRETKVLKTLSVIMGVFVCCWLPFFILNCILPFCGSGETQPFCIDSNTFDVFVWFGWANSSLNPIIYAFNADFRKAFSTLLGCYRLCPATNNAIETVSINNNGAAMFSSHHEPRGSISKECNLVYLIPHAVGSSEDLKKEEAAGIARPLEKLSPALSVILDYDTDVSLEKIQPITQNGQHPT
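Inducible HEK293 T-REx D1 cells, force-coupled to calcium signalling, were plated at 4000 cells/well with tetracycline and held overnight at 30 C. After no-wash calcium dye loading, compound-evoked calcium rise over 180 s flagged agonists.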
D2 ag = HTS Assay for Allosteric Agonists of the Human D2 Dopamine Receptor: Primary Screen for Agonists; 340,000 compounds, 0.53% hits; AID 485358, 2010; D(2) dopamine receptor (Homo sapiens), P14416; activation, % at 2 µM; HEK293 T-REx D2 cells, calcium flux agonist mode;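 active = activation over 3 SD above normal in the single-dose calcium agonist read, cut at about 30% in these data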; note: 0% is about no effect
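Agonism is scored from calcium flux in a force-coupled, inducible HEK293 cell line expressing D2, read kinetically for 180 s after compound addition against dopamine controls.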
D2 potentiator = HTS Assay for Positive Allosteric Modulators of the Human D2 Dopamine Receptor: Primary Screen for Potentiators. 340,000 compounds, 0.34% hits. HEK293 T-REx D2, calcium flux, EC20 dopamine potentiation. D(2) dopamine receptor (Homo sapiens), P14416. potentiation, % at 10 µM;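 active = potentiation over 3 SD above the plate norm, cut at about 30% in these data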; note: 0% is about no effect
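Tetracycline-induced HEK293 T-REx cells force-coupled to calcium signalling expressed D2; compounds were pin-added after a 10 s baseline, read kinetically 180 s, then an EC20 dopamine challenge followed with a further 180 s calcium read.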
D1 antag = Antagonist of Human D 1 Dopamine Receptor: qHTS. 360,000 compounds, 3.2% hits. HEK293 TREx D1 cells, calcium flux, dopamine EC80; active compounds read low. D(1A) dopamine receptor (Homo sapiens), P21728. activity change, negative = inhibition, % at 10 µM. AID 504652, 2011; in the data active = activity change below about -30%; note: % is set by controls: 0 for no effect and ±100 for the full control effect
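Allosteric or orthosteric antagonism assessed as attenuation of the calcium response to EC80 dopamine, added 180 s after compound, in induced HEK293 Trex D1 cells loaded with no-wash calcium dye.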
D2 antag = HTS Assay for Allosteric Antagonists of the Human D2 Dopamine Receptor: Primary Screen for Antagonists; HEK293 TREx D2 cells, calcium flux, dopamine EC80; inhibition, % at 10 µM; 340,000 compounds, 2% hits; AID 485344, 2010; in the data active = inhibition above about 30%; note: 0% is about no effect
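Compounds are added to dye-loaded, induced HEK293 T-REx cells coupled to calcium release via D2; after a 3 min kinetic read an EC80 dopamine stimulus is given and fluorescence is recorded for 3 more min.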
TRHR PAM = qHTS for Small Molecule Agonists and Allosteric Enhancers of Human TRH Receptor: Primary Screen for Enhancers. Thyrotropin-releasing hormone receptor (Homo sapiens), P34981. TRHR cells, fluo-8 calcium fluorescence, EC20 TRH enhancement. enhancement, % at 2 µM. 360,000 compounds, 0.66% hits; in the data active = enhancement above about 30%; note: 0% is about no effect
Target sequence (P34981 whole entry, looked up): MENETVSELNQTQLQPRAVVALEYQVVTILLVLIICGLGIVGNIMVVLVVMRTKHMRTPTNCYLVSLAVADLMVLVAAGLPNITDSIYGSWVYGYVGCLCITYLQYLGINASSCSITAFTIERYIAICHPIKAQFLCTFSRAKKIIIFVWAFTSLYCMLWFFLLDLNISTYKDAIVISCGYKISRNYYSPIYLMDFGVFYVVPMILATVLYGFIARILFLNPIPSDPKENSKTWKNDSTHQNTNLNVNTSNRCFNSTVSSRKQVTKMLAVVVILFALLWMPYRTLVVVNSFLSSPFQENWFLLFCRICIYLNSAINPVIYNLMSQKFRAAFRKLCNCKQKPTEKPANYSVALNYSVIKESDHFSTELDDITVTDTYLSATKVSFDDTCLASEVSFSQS
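Enhancer read-out: after compound pinning and an initial kinetic agonist-mode read, an EC20 of TRH (10 nM final) was injected and fluo-8 calcium signal (Ex 480/Em 530) followed at 1 s/cycle for 100 cycles in TRHR-expressing cells.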
RXFP1 antagonist = qHTS Assay for Antagonists of the Relaxin Receptor RXFP1 | Relaxin receptor 1 (Homo sapiens), Q9HBX9 | HEK293-RXFP1, relaxin-stimulated cAMP HTRF, 30 min; active compounds read low | activity change, negative = inhibition, % at 57.5 µM | 350,000 compounds, 0.59% hits | AID 1259400, 2018;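 active = activity change of -60% or lower, but not beyond a set lower limit; inconclusive = change between -60% and -40%, or beyond the set limit; inactive = change above -40%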; note: % is set by controls: 0 for no effect and ±100 for the full control effect
TRHR ag = qHTS for Small Molecule Agonists and Allosteric Enhancers of Human TRH Receptor: Primary Screen for Agonists; AID 493084, 2011; 360,000 compounds, 0.18% hits; activation, % at 2 µM; TRHR cells, calcium flux fluo-8, FDSS agonist mode; Thyrotropin-releasing hormone receptor (Homo sapiens), P34981; note: 0% is about no effect
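TRHR-expressing cells loaded with fluo-8 calcium dye; 23 nL library compound pin-transferred, kinetic FDSS fluorescence (Ex 480/Em 530) recorded about 180 s for agonist-induced calcium release, before a 10 nM TRH EC20 addition for potentiator mode.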
D1 PAM = Potentiators of Human D1 Dopamine Receptor: qHTS; D(1A) dopamine receptor (Homo sapiens), P21728; HEK293 TREx D1 cells, calcium flux, dopamine EC20 potentiation; potentiation, % at 10 µM; 360,000 compounds, 0.036% hits; AID 504651, 2011; in the data active = potentiation above about 30%; note: 0% is about no effect
Numbers without * were called inactive; ? = inconclusive; · = no result given. Cut-off read from the data, not from the text of the source, unless noted: active = activation above about 30%; inactive = the rest.

Start of the data: the first two records, to show the layout:
SMILES	D1 agonist	D2 ag	D2 potentiator	D1 antag	D2 antag	TRHR PAM	RXFP1 antagonist	TRHR ag	D1 PAM
CCC(C(=O)N1CC2(C)CC1CC(C)(C)C2)N1C(=O)c2ccccc2C1=O (centres undefined)	0	-1.0	2	-3	-2	-5	0	-0.4	-10
COc1ccc(Cn2nnnc2C(c2cccs2)N2CCSCC2)cc1 (centres undefined)	1	-0.6	-1	10	2	12	-4	0.0	0

The whole of this part, from the start:
SMILES	D1 agonist	D2 ag	D2 potentiator	D1 antag	D2 antag	TRHR PAM	RXFP1 antagonist	TRHR ag	D1 PAM
CCC(C(=O)N1CC2(C)CC1CC(C)(C)C2)N1C(=O)c2ccccc2C1=O (centres undefined)	0	-1.0	2	-3	-2	-5	0	-0.4	-10
COc1ccc(Cn2nnnc2C(c2cccs2)N2CCSCC2)cc1 (centres undefined)	1	-0.6	-1	10	2	12	-4	0.0	0
COc1ccccc1-c1cnn2c(NC3CCCC3)cc(C)nc12	1	-0.2	6	8	-10	-7	-11	-0.2	1
CCC(CC)C(=O)NC12CC3CC(CC(C3)C1)C2	2	-1.9	25	4	33*	12	-12	0.1	4
O=C(CCN1C(=O)c2ccccc2S1(=O)=O)Nc1nc2c(s1)CCCC2	1	-0.4	-2	-22	-6	0	1	-0.3	-1
COc1ccc(OCC(=O)OCCN(C)C)cc1	3	-0.1	-6	-9	12	4	-4	1.0	2
NC(=O)COC(=O)c1cc(Cl)cc(Cl)c1N	0	-0.5	13	·	-15	-7	17	0.5	-7
COCCn1c(C)cc(O)c(C(c2ccccc2)N2CCN(CCO)CC2)c1=O (centres undefined)	-2	-1.0	-9	9	·	-5	-4	-0.8	-5
COCCCN=Cc1c(C)[nH]n(-c2ccc(Br)c(C)c2)c1=O	1	-0.2	-5	-10	11	14	7	-0.5	-9
CCN(Cc1nc2ccccc2c(=O)[nH]1)Cc1nc2cc(OC)c(OC)cc2c(=O)[nH]1	-3	0.3	26	22	6	2	4	0.3	-3
C=C(Br)Cn1c(CCC)nc2ccccc21	0	0.0	-2	0	-3	-2	-10	-0.3	0
O=C1CC2(CCCC2)CC(=O)N1c1ccccc1	3	0.1	-6	-5	3	-1	4	0.1	-1
COc1ccccc1CCNC(=O)C(=O)NCC1OCCCN1S(=O)(=O)c1ccc(F)cc1C (centres undefined)	5	1.5	12	9	7	3	6	-0.2	-8
CC(=O)/C=C\c1ccccc1OC(=O)c1cc2ccccc2oc1=O	1	-0.5	3	-17	13	-8	1	-0.6	-2
O=C(c1ccccc1)N1CCN(Cc2ccccc2C(F)(F)F)CC1	4	-0.7	3	58	-7	-4	2	-0.9	1
COc1ccc2cc[nH]c2c1	1	0.3	6	-9	30	-4	-12	-0.4	-4
Cc1cc(-c2nnc(CCC(=O)NCC(C)c3ccccc3)o2)no1 (centres undefined)	0	-1.8	-4	5	-14	7	-16	-0.4	7
COc1cccc(CN2CCNC(=O)C2CC(=O)NCCc2cccc(C)n2)c1OC (centres undefined)	0	-0.3	-3	-7	7	0	-1	-0.2	0
CC(NC(=O)c1ccccc1)C(=O)NC1=NCCS1 (centres undefined)	4	-0.7	11	-5	9	-2	-1	0.0	-3
COc1ccc(NC(=O)c2ccc(COc3ccccc3)o2)cc1	6	0.5	-1	-19	4	1	6	0.0	-14
Clc1ccc(/C=N/Nc2nn[nH]n2)cc1	1	0.2	2	2	10	-5	-8	0.7	-7
CCOC(=O)N1CCN(CCC(=O)Nc2ccccc2OC)CC1	1	2.3	-6	6	50*	-2	2	0.5	1
COc1cccc(Sc2ccccc2/C=N/NC(N)=O)c1	6	-2.6	2	-6	-7	2	-9	-0.1	-7
CCCCN1C2CCCC1CC(NC(=O)C1CCCCC1)C2 (centres undefined)	1	0.1	-1	-55*	-10	2	6	0.0	-3
CC(Cc1ccccc1)N/C=C1/CC(=O)NC1=O (centres undefined)	1	0.4	-11	-26	7	-5	8	0.9	-6

Additional records:
SMILES	D1 agonist	D2 ag	D2 potentiator	D1 antag	D2 antag	TRHR PAM	RXFP1 antagonist	TRHR ag	D1 PAM
CCOC(=O)C1=C(O)/C(=C\c2cc(C)n(-c3ccc(F)cc3)c2C)N=C1C	6	1.8	·	-32*	3	1	-8	4.1	-2
COC(=O)c1ccccc1NC(=O)Cn1c(=O)n(-c2cccc(OC)c2)c(=O)c2c(C)c(C(=O)N(C)C)sc21	19	-6.5	3	-35*	·	2	7	-0.3	-3
O=C(NNS(=O)(=O)c1ccc(F)cc1)C1CCCCC1	4	·	·	-6	·	-2	7	2.1	-7
O=[N+]([O-])c1ccccc1Nc1ccccc1	3	-0.8	4	-2	-5	3	-13	0.6	5
O=C(Cn1cnc2c(nnn2-c2cccc(F)c2)c1=O)Nc1ccc2c(c1)OCCO2	5	0.2	-6	-27	-4	-1	-6	0.3	1
CC(=O)c1c(C)nn(CC(O)Cn2c3c(c4cc(C)ccc42)CCCC3=O)c1C (centres undefined)	3	-0.9	2	7	-12	2	8	-1.0	6
Cc1cccc(NC(=O)CN(c2ccc(C(C)C)cc2)S(=O)(=O)c2c(C)nn(C)c2C)c1C	4	0.4	-11	-5	·	-4	-7	-1.4	-2
Cc1ccc2nc(N(CCCN(C)C)C(=O)CCc3ccccc3)sc2c1	16	1.4	-18	-2	-12	4	?	1.2	0
CCOc1ccc(NC(=O)CSc2nnnn2CC(=O)O)cc1	0	0.1	17	4	-6	-7	3	-0.1	0
CCC(Sc1nnc(-c2ccc(OC)c(OC)c2)c(-c2ccc(OC)c(OC)c2)n1)C(=O)NC1CCCC1 (centres undefined)	0	0.0	5	6	·	-1	-29	-0.9	-2
O=C(/C=C/Sc1ccc(C(F)(F)F)cn1)c1ccccc1	1	-0.4	9	1	-15	-1	-4	-1.0	3
CC1(C)Cc2nc(-c3ccccc3)nc(SCC(=O)N3CCOCC3)c2CO1	6	0.3	-4	-12	17	4	-14	-0.3	-5
COc1ccccc1OCC(=O)N1CCCC(Nc2cccc(F)c2)C1 (centres undefined)	2	0.4	-4	-8	-1	-2	0	-0.2	2
CCN1CCN(c2csc3ccc(Br)cc3c2=O)CC1	2	0.7	1	13	·	2	-11	0.7	-1
CCOC(=O)Nc1ccc2c(c1)N(CCCN(C)C)c1ccccc1CC2	38*	2.1	-24	-3	12	-10	-4	2.3	-10
COC(=O)c1cc2n3ccccc3c(C)c(-c3ccccc3)c-2c1C(=O)OC	2	0.3	18	0	-13	2	11	3.5	9
COC(=O)c1cc(OC)c(OC)cc1NC(=O)c1ccoc1C	-1	0.6	1	-6	4	-4	·	0.4	-3
CN(C)CCN(Cc1ccco1)S(=O)(=O)c1ccc(-c2ccc(=O)[nH]n2)s1	5	0.0	-3	-21	-2	4	-10	0.3	0
CCCSc1nc2sc3c(c2c(=O)n1-c1ccccc1)CCC(C)C3 (centres undefined)	-1	2.3	15	5	·	6	3	0.6	1
CCOc1ccc2nc(NC(=O)CN3CCC(n4nnc5cc(C(F)(F)F)ccc54)CC3)sc2c1	3	0.8	-6	13	1	-10	4	1.0	-1
Cc1cccc(CNC(=O)c2ccccc2NC(=O)C2=CSCCO2)c1	3	-1.0	-9	1	-6	-2	2	1.1	1
Cc1c(C)c2c(OCC(=O)NCc3ccccn3)cc3c(c2oc1=O)CCC(C)(C)O3	1	-0.4	-3	-6	-3	-5	·	-0.5	1
COc1cccc(-n2c(Cc3cc(=O)[nH]c(=O)[nH]3)nnc2SCC(=O)N2CCCC2)c1	2	0.0	-11	-3	-5	-5	-1	0.5	-6
O=C(COc1ccc(Cc2ccccc2)cc1)c1ccc(F)cc1	15	0.1	-4	-10	-1	10	-10	1.0	13
CC(C)Cc1cc(C(=O)N2CCCC(C(=O)c3cc(F)ccc3F)C2)n(C)n1 (centres undefined)	4	-0.9	-8	-7	-8	-7	-11	-0.3	-9

Look-ups from the list:
For RXFP1 antagonist, CCN1CCN(c2csc3ccc(Br)cc3c2=O)CC1 reads -11
For TRHR PAM, COC(=O)c1cc2n3ccccc3c(C)c(-c3ccccc3)c-2c1C(=O)OC reads 2

Pulled by compound from the list above (4):
SMILES	D1 agonist	D2 ag	D2 potentiator	D1 antag	D2 antag	TRHR PAM	RXFP1 antagonist	TRHR ag	D1 PAM
Cc1cccc(CNC(=O)c2ccccc2NC(=O)C2=CSCCO2)c1	3	-1.0	-9	1	-6	-2	2	1.1	1
CC1(C)Cc2nc(-c3ccccc3)nc(SCC(=O)N3CCOCC3)c2CO1	6	0.3	-4	-12	17	4	-14	-0.3	-5
O=C(COc1ccc(Cc2ccccc2)cc1)c1ccc(F)cc1	15	0.1	-4	-10	-1	10	-10	1.0	13
CN(C)CCN(Cc1ccco1)S(=O)(=O)c1ccc(-c2ccc(=O)[nH]n2)s1	5	0.0	-3	-21	-2	4	-10	0.3	0

Following part
SMILES	D1 agonist	D2 ag	D2 potentiator	D1 antag	D2 antag	TRHR PAM	RXFP1 antagonist	TRHR ag	D1 PAM
COc1cc(C(=O)N/N=C/c2coc3ccccc3c2=O)cc(OC)c1OC	1	-0.5	17	1	-6	9	6	0.9	-6
Cc1ccc(CN(C)CCc2ccccn2)cc1	1	-1.1	-13	16	8	-3	-6	-0.2	1
Cc1ccc(C(=O)c2cc3c(cc2[N+](=O)[O-])OCCO3)cc1	2	-1.2	9	-14	10	-1	-21	-0.2	-8
CC[C@@H]1[C@H]2CCCC(=O)N3CC[C@@H](C[C@@H]1Nc1ccccc1)[C@@H]23	0	-0.4	5	2	0	4	·	-0.3	7
CCOc1ccc(OCC)c(NC(=O)CN(c2ccc(C)cc2)S(=O)(=O)c2c(C)noc2C)c1	4	0.3	16	3	-16	0	-4	0.2	-10
Cc1cc(C)n2cc(CSc3ccc(Cl)cc3)nc2n1	2	-1.3	-23	4	25	-23	7	-1.1	-18
Cc1noc(C)c1S(=O)(=O)N1CCC(C(=O)NCCCN2CC(C)CC(C)C2)CC1 (centres undefined)	1	0.2	4	0	6	2	4	2.3	-7
COc1cc(NC(=O)CSc2nccc(C)n2)c(C)cc1[N+](=O)[O-]	2	0.4	13	28	-7	13	15	0.0	-1
CCOC(=O)c1c(NC(=O)COC(=O)CCOc2ccc(C)cc2)sc(C(=O)N(C)C)c1C	2	0.2	2	4	-17	19	-12	0.4	-10
O=C(N(c1ccccn1)c1ccccn1)C12CC3CC(CC(Cl)(C3)C1)C2	2	0.4	-4	-6	-3	-1	-6	1.3	1

Source: PubChem BioAssay
